# HKDC1 inh: HKDC1 hexokinase inhibitors, primary screen, biochemical, fluorescence, uHTS. Q2TB90. recombinant HKDC1, G6PDH/diaphorase resazurin coupled fluorescence. inhibition, % at 20 µM. 340,000 compounds, 0.16% hits. AID 493160, 2011;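 active = inhibition above about 35% when tested at 20 µM, limit read from the data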;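 note: plate controls were DMSO wells with enzyme for no effect and DMSO wells lacking enzyme for full effect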
# Target sequence (Q2TB90 whole entry, looked up): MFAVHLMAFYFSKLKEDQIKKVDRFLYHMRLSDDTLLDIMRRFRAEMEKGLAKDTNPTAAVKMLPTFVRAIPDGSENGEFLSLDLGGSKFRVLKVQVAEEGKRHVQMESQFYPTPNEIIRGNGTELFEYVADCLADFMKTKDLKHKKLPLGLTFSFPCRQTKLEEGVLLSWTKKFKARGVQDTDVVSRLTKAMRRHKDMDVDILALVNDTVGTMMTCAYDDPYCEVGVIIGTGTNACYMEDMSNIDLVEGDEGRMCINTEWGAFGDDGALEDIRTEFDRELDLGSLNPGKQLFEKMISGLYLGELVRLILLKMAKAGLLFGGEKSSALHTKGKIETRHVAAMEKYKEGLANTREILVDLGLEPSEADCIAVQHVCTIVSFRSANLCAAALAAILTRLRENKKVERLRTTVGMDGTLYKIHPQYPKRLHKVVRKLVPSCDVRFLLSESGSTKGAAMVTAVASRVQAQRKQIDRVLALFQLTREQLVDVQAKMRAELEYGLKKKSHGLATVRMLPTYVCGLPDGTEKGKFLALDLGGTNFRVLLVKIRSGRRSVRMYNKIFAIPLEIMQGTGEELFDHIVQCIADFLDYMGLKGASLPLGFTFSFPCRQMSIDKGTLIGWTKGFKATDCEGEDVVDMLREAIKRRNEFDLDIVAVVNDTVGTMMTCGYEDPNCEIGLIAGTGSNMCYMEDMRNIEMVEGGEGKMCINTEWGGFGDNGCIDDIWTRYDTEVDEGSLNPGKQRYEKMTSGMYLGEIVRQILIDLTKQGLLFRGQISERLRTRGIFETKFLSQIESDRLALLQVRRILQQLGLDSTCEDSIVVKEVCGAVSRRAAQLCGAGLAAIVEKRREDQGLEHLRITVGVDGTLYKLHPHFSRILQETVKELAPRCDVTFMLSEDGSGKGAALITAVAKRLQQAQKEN
#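 Test system: Recombinant HKDC1 (HK5) hexokinase enzyme, produced in-house | Input: HKDC1 at 5 µg/mL | Buffer or medium: Tris pH 8.0 buffer with MgCl2, Tween-20, BSA, BME | Schedule: 90 min reaction incubation at room temperature, dark | Technique: Resazurin-to-resorufin fluorescence via G6PDH and diaphorase coupling, 525/613 nm | Controls: DMSO wells with and without enzyme mix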
# SENP8 block: human SENP8 protease inhibitors, primary screen, biochemical, fluorescence, Nedd8 protein substrate, uHTS; AID 602440, 2012; recombinant SENP8; inhibition, % at 20 µM; Sentrin-specific protease 8 (Homo sapiens), Q96LD8; 360,000 compounds, 0.64% hits; in the data active = inhibition mostly above about 40%, no sharp cut-off; inactive = mostly below about 27%
# SENP6 inh: SENP6 protease inhibitors, primary screen, biochemical, luminescence, uHTS; Sentrin-specific protease 6 (Homo sapiens), Q9GZR1; Recombinant SENP6 catalytic domain, aminoluciferin luminescence; inhibition, % at 10 µM; 330,000 compounds, 1.8% hits;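 active = inhibition above about 50% at the single tested dose, limit read from the data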;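 note: plate controls were DMSO wells with enzyme for no effect and DMSO wells lacking enzyme for full effect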
# MPTP block: mitochondrial permeability transition pore inhibitors, primary screen, biochemical, isolated mouse mitochondria, absorbance | Ca2+ swelling absorbance, 30 min | inhibition, % at 10 µM | 360,000 compounds, 1.4% hits | AID 602449, 2012;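 active = inhibition of 50% or more, scaled per plate between neutral and stimulator controls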;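 note: 0% = DMSO wells given calcium and 100% = 1 mM EGTA wells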
# PfG6PD inh: PfG6PD enzyme inhibitors, primary screen, biochemical, fluorescence intensity, uHTS; PfGluPho enzyme, NADPH resazurin-diaphorase fluorescence; glucose-6-phosphate dehydrogenase-6-phosphogluconolactonase (Plasmodium falciparum 3D7); inhibition, % at 20 µM; 350,000 compounds, 0.78% hits;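 active = inhibition reaching at least a set limit at 20 µM in the primary screen, cut at about 59% in these data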;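 note: 0% = DMSO wells with substrate and 100% = DMSO wells lacking glucose-6-phosphate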
# GRIN3A LBD mod: binders of NR3A ligand-binding domain, primary screen, biophysical, differential scanning fluorimetry, uHTS; Glutamate receptor ionotropic, NMDA 3A (GRIN3A) ligand-binding domain; Tm shift relative to glycine control, % at 25 µM; AID 1259313, 2017; 340,000 compounds, 2.5% hits; NR3A LBD differential scanning fluorimetry, Tm shift; 0% = protein alone, 100% = glycine-bound protein;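 active = melting temperature shift of at least 10% of the positive control shift, at one fixed dose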
# SENP7 block: SENP7 protease inhibitors, primary screen, biochemical, luminescence, uHTS; Sentrin-specific protease 7 (Homo sapiens), Q9BQF6; inhibition, % at 5 µM; recombinant SENP7, Z-RLRGG-aminoluciferin luminescence, 40 min; 330,000 compounds, 1.5% hits;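 active = inhibition above about 50% at the single test dose, limit read from the data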;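 note: plate controls were DMSO with enzyme for no effect and no enzyme buffer wells for full effect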
# ATG4B inhibitor: ATG4B protease inhibitors, primary screen, biochemical, fluorescence, uHTS. Cysteine protease ATG4B (Homo sapiens), Q9Y4P1. 340,000 compounds, 0.51% hits. AID 504462, 2011. ATG4B cleavage of LC3-PLA2, NBD-HPC fluorescence, 1 h. inhibition, % at 8.33 µM; in the data active = inhibition above about 40%
# Numbers without * were called inactive; i = inactive; x = no result given.
SMILES,HKDC1 inh,SENP8 block,SENP6 inh,MPTP block,PfG6PD inh,GRIN3A LBD mod,SENP7 block,ATG4B inhibitor
O=C(COC(=O)c1ccc(O)cc1)Nc1cc(S(=O)(=O)N2CCOCC2)ccc1N1CCOCC1,-4,x,x,x,-1,1,x,-2
Cc1ccnc2nc(C(=O)OCC(=O)N(CC(C)C)C3CCS(=O)(=O)C3)nn12 (stereo unspecified),-9,7,9,-1.2,-11,1,0,2
Cc1ccc2oc(C(=O)Nc3cc(C)on3)c(C)c2c1,-9,-4,-6,1.0,-2,-5,50,-1
Cc1ccc(-c2cc(C(=O)NCCCN3CCOCC3)no2)cc1,-2,11,-19,-1.1,-4,7,1,-2
O=C(NCc1ccccc1Cl)C1CCN(S(=O)(=O)c2ccc(N3CCCC3=O)cc2)CC1,-2,4,19,1.4,-3,5,3,19
COC(=O)c1ccc2c(=O)n(CCCN3CCOCC3)c(=S)[nH]c2c1,13,4,-4,-1.9,-11,0,27,6
N#CCC(CNc1ncc(C(F)(F)F)cc1Cl)OC(=O)c1cccc(C(F)(F)F)c1 (stereo unspecified),3,7,-27,1.1,31,-2,-1,3
Cc1ccc(C(=O)NNc2ncnc3c2cnn3C)cc1,-2,12,1,5.1,11,0,1,-6
Cc1cccc(NC(=S)NNC(=O)c2cccc([N+](=O)[O-])c2)c1,1,17,-4,19,-16,-1,20,28
O=C(COc1ncnc2ccccc12)Nc1ccc(Cl)c([N+](=O)[O-])c1,-4,24,0,4.9,-8,-12,1,-11
CCCCc1c(O)nc2n(c1=O)CCS2,1,15,-19,-1.0,3,-3,4,4
O=c1c2ccccc2nc(-c2ccccc2Cl)n1O,-5,-3,-10,-0.8,-10,-1,6,0

# Single entries from the entries so far.
# Cc1cccc(NC(=S)NNC(=O)c2cccc([N+](=O)[O-])c2)c1 in HKDC1 inh is entered as 1
# CCCCc1c(O)nc2n(c1=O)CCS2 in HKDC1 inh is entered as 1

# Next structures follow:
SMILES,HKDC1 inh,SENP8 block,SENP6 inh,MPTP block,PfG6PD inh,GRIN3A LBD mod,SENP7 block,ATG4B inhibitor
Cc1nnc2sc(-c3cccc(NC(=O)c4cccnc4)c3)nn12,0,2,-22,-1.1,4,1,1,0
CCC(=O)Nc1ccc(N2CCN(C(=O)c3ccccc3C)CC2)cc1,-8,12,7,-1.2,-4,-2,4,7
CC(C)(C)C(=O)CC1(O)C(=O)N(Cc2ccccc2)c2ccccc21 (stereo unspecified),-20,11,-1,0.0,1,2,7,-2
Cc1cccc(OCc2nnc(SCC(=O)N(C)C3CCCCC3)o2)c1,-3,10,-7,-1.0,4,-1,4,-4
COc1cc(C(=O)COC(=O)c2c(C)noc2C)cc(OC)c1OC,-2,13,13,0.1,-1,-1,4,-10
COc1ccc(S(=O)(=O)NCC2CCCN(C(=O)c3cccnc3)C2)cc1 (stereo unspecified),-7,4,-14,0.6,-1,0,2,-1
Cc1cc(C)c(NC(=O)CSc2nnc(-c3ccco3)n2N)c(C)c1,-8,10,9,-0.2,3,0,9,-3
CCOc1ccc(NS(=O)(=O)c2cc(NC(=O)CCNC(=O)c3ccco3)ccc2OC)cc1,-3,10,x,0.5,-3,2,x,-10
O=C(NCCN1CCOCC1)/C(=C/c1ccc(Cl)cc1)NC(=O)c1ccccc1,1,10,-6,2.0,3,1,3,2
COC(=O)c1cn(NC(=O)c2ccc3c(c2)OCO3)c(=O)c2ccccc12,-2,-38,-5,0.6,-14,-1,-5,-2
COC(=O)C(CC(=O)c1ccc(C)cc1)n1cccn1 (stereo unspecified),-5,7,-21,-0.4,1,-1,-1,-1
CC(=O)n1cc([C@@H]2C=C(C(=O)NCc3ccccc3)O[C@H](OCc3ccc(CO)cc3)C2)c2ccccc21,5,-47,-3,-0.4,11,-3,-2,16
Nc1ccc(N2CCN(c3ccc(F)cc3)CC2)cc1,4,18,-22,-3.5,25,0,0,-5
c1nnc(-c2ccc3c(c2)OCO3)o1,-10,1,5,1.8,-3,-1,9,6
COc1ccc(CN(C(=O)c2ccco2)C2CCS(=O)(=O)C2)cc1 (stereo unspecified),-3,6,-6,0.6,1,0,-4,-3
CN1OC[C@@H]2CN(Cc3ccc(Cl)cc3)[C@H](c3cccc(Br)c3)C[C@@H]21,1,-3,x,0.4,-2,-10,x,5
O=C(CCNC(=O)c1ccc(Br)cc1)NNC(=O)c1ccccc1O,-14,-240,5,-1.3,-28,3,-2,2
CCOCC(=O)Nc1cccc(-c2nc3cccnc3s2)c1C,-7,-51,6,-0.7,15,3,3,-3
Cn1c(SCC(=O)Nc2ccc(Cl)cn2)nnc1C1CC1,-2,-3,-2,-0.1,5,1,-1,-6
Cc1cc(NC(=O)CN2C(=O)NC3(CCCCCC3)C2=O)ccc1Br,0,-1,-8,-1.8,-5,-7,6,-13
COC(=O)c1ccc(NC(=O)Nc2ccc3c(c2)OCO3)cc1,-1,6,37,7.6,13,24*,31,-5
COc1ccc(CCNc2ncnc3[nH]ncc23)cc1OC,-3,-27,-2,0.7,9,0,-2,-5
Cc1cccc(OCc2nnc(SCn3nnc4ccccc4c3=O)o2)c1,3,14,8,1.7,16,-1,1,-3
Cc1ccc(CN2CCN(CC(=O)NC(C)CCc3ccccc3)C2=O)cc1 (stereo unspecified),2,0,-13,-0.6,13,0,4,-4

# Part of the list above, limited to ATG4B inhibitor, MPTP block and SENP8 block:
Molecule | ATG4B inhibitor | MPTP block | SENP8 block
CN1OC[C@@H]2CN(Cc3ccc(Cl)cc3)[C@H](c3cccc(Br)c3)C[C@@H]21 | 5 | 0.4 | -3
O=C(CCNC(=O)c1ccc(Br)cc1)NNC(=O)c1ccccc1O | 2 | -1.3 | -240
CCOCC(=O)Nc1cccc(-c2nc3cccnc3s2)c1C | -3 | -0.7 | -51
Cn1c(SCC(=O)Nc2ccc(Cl)cn2)nnc1C1CC1 | -6 | -0.1 | -3
Cc1cc(NC(=O)CN2C(=O)NC3(CCCCCC3)C2=O)ccc1Br | -13 | -1.8 | -1

# The results go on.
SMILES,HKDC1 inh,SENP8 block,SENP6 inh,MPTP block,PfG6PD inh,GRIN3A LBD mod,SENP7 block,ATG4B inhibitor
COc1ccc(N(C)C(=O)CN(C)S(=O)(=O)c2ccc3c(c2)c(=O)n(C)c(=O)n3C)c(OC)c1,-2,16,1,-0.8,-8,-1,-12,-2
COC(=O)c1c(C)[nH]c(C(=O)CC#N)c1C,-8,10,-4,-1.2,13,-2,11,-5
C#CCO[C@@H]1C[C@H](n2cnc3c(NC(=O)c4ccccc4)ncnc32)O[C@@H]1CO,-6,6,-12,-1.2,11,3,-18,-6
COc1ccc(CN(C)C(=O)c2cc(-c3ccc(C)cc3C)nc3ccccc23)c(OC)c1OC,-3,15,-15,1.5,3,-2,6,-7
COc1ccc(N(C)C(=O)c2cc3c(s2)-c2ccccc2S(=O)(=O)C3)cc1,-1,16,3,0.3,-4,-2,9,6
COc1ccccc1C(=O)NC1CCCc2ccccc21 (stereo unspecified),-4,18,7,-0.6,-20,0,6,6
COc1ccc(-n2c(Cn3nnc4ccccc43)n[nH]c2=S)cc1,-7,18,7,-0.5,43,7,8,-11
O=[N+]([O-])c1cccc(S(=O)(=O)NCc2ccccn2)c1,-4,-4,0,0.1,-14,-1,-11,2
Cc1[nH]n(-c2ccccc2)c(=O)c1N=Nc1ccc(C(N)=O)cc1,-1,22,0,3.6,4,-27,7,-6
CCn1c(CN2CCN(c3ccc(OC)cc3)CC2)nc2cc(S(=O)(=O)N(C)C)ccc21,-2,3,-16,-1.8,2,-2,-8,-7
O=C(O)c1ccc(C(=O)O)c(C(=O)c2ccccc2)c1,-3,17,-10,-1.5,-18,2,-1,2
COC(=O)c1c(C(=O)OC)c2n(c1C)CCC2,-5,13,9,0.5,-8,-2,-7,-3
COC(=O)COC(=O)CC(CC(N)=O)c1ccccc1 (stereo unspecified),4,9,-4,2.4,0,3,-5,-11
CCc1ccc(NC(=O)C2CCCN(S(C)(=O)=O)C2)cc1 (stereo unspecified),-9,15,10,-1.6,5,-2,5,1
Cc1cc(C)n2nc(CC(=O)NC3CCCCCCC3)nc2n1,9,10,-21,-1.9,-14,1,-7,-2
COc1ccc(/C=C/C(=O)NC(=S)Nc2cc([N+](=O)[O-])ccc2O)cc1OC,4,22,1,2.3,8,19*,-10,-10
Cc1ccc(-c2csc3ncnc(-n4cnc5ccccc54)c23)cc1,-5,-73,20,-0.7,-10,-3,0,23
CC(C)(C)c1ccc(OCC(=O)N/N=C/c2ccc(N3CCOCC3)cc2)cc1,-2,-418,-11,-1.7,11,-6,-10,-11
COc1ccc(-n2ncc(C(C)NS(=O)(=O)c3cc(F)ccc3C)c2C)cc1 (stereo unspecified),-2,-4,-7,-0.4,9,4,1,18
O=CN1CCN(CC(O)Cn2c3ccccc3c3ccccc32)CC1 (stereo unspecified),-8,0,-10,0.3,-7,-2,6,4
COc1cccc(NC(=O)CSc2nnnn2C2CCCC2)c1,-6,-2,39,-2.1,9,-1,0,-6
O=C(O)c1cn(C2CCCCC2)c2ccccc2c1=O,-2,7,-1,2.1,-15,1,2,4
Cc1c(C)c2cc(Cl)c(O)c(CN3CCN(C)CC3)c2oc1=O,2,-309,-1,-1.7,14,-2,-1,-2
Cc1cc(NS(=O)(=O)c2ccc(C(C)C)cc2)no1,-2,-9,-6,0.1,9,0,2,-4

# Record cards (already shown). Values in the order: HKDC1 inh | SENP8 block | SENP6 inh | MPTP block | PfG6PD inh | GRIN3A LBD mod | SENP7 block | ATG4B inhibitor
# Cc1cccc(NC(=S)NNC(=O)c2cccc([N+](=O)[O-])c2)c1 reads 1 | 17 | -4 | 19 | -16 | -1 | 20 | 28
# COC(=O)c1ccc(NC(=O)Nc2ccc3c(c2)OCO3)cc1 reads -1 | 6 | 37 | 7.6 | 13 | 24* | 31 | -5

# Sorted by value in SENP7 block (highest first): three from the list above
canonical_smiles,SENP7 block
O=CN1CCN(CC(O)Cn2c3ccccc3c3ccccc32)CC1 (stereo unspecified),6
CCc1ccc(NC(=O)C2CCCN(S(C)(=O)=O)C2)cc1 (stereo unspecified),5
COc1cccc(NC(=O)CSc2nnnn2C2CCCC2)c1,0

# Other structures:
SMILES,HKDC1 inh,SENP8 block,SENP6 inh,MPTP block,PfG6PD inh,GRIN3A LBD mod,SENP7 block,ATG4B inhibitor
COc1cccc(C(=O)NNC(=O)/C=C/c2ccccc2)c1,-4,2,-14,-0.3,-5,1,0,6
CC(=O)c1ccc(N2CCN(C(=O)Cc3cccs3)CC2)cc1,-1,-96,7,-0.8,3,1,-14,-1
Cc1ccc(C(C)C)c(OCC(=O)NNC(=O)Nc2ccccc2)c1,-2,24,-6,16,8,-1,-8,-7
CCCCn1nc2cc(C(=O)NCc3ccc4c(c3)OCO4)ccc2c1OCC,2,i,-10,1.2,-5,1,-7,-5
